High-throughput results as filed in PubChem.
V1R ag counter: activates human V1a receptor in oxytocin agonist counter-screen; activation, % at 3 µM; 0.25% of 320,000 active; CHO-V1R cells, Fluo-8 calcium fluorescence, agonist mode; 0% DMSO, 100% 3 nM vasopressin;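 active = activation above the mean activation of all tested compounds plus 3 SD, per screening run, cut at about 20% in these data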;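 also: signal is peak over basal fluorescence ratio across a 100 second FLIPR read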
PHOSPHO1 block: inhibitors of human PHOSPHO1 phosphatase; Q8TCT1; recombinant PHOSPHO1, absorbance phosphatase assay; inhibition, % at 13.3 µM; 1.1% of 290,000 active; AID 1565; in the data active = inhibition above about 60%
Target sequence (Q8TCT1 whole entry, looked up): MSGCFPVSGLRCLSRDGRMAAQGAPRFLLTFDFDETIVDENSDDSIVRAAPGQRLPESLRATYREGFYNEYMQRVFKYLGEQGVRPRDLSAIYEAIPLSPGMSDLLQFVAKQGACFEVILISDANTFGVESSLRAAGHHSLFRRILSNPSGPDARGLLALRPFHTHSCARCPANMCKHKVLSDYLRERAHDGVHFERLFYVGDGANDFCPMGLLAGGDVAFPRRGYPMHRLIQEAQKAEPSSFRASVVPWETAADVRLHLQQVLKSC
VIM-2 inhibitor: inhibitors of Pseudomonas aeruginosa VIM-2 metallo-beta-lactamase; purified VIM-2, nitrocefin hydrolysis, epi-absorbance fluorescence; inhibition, % at 5.6 µM; 0.89% of 290,000 active;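 active = inhibition above the mean of all tested compounds plus 3 SD, cutoff set per screening run, cut at about 7.5% in these data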;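 also: red hydrolysis product quenches plate fluorescence so inhibitors raise well fluorescence; 0% = enzyme with DMSO and 100% = DMSO without enzyme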
OXTR agonist: agonists of human oxytocin receptor; 0.32% of 320,000 active; CHO-OTR cells, Fluo-8 calcium fluorescence; normalized: DMSO 0%, oxytocin 100%; activation, % at 3 µM; AID 2435; P30559;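 active = activation above the mean of all tested compounds plus 3 SD, cutoff set per screening run, cut at about 20% in these data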;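 also: peak over basal fluorescence ratio from a 100 s FLIPR kinetic read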
Target sequence (P30559 whole entry, looked up): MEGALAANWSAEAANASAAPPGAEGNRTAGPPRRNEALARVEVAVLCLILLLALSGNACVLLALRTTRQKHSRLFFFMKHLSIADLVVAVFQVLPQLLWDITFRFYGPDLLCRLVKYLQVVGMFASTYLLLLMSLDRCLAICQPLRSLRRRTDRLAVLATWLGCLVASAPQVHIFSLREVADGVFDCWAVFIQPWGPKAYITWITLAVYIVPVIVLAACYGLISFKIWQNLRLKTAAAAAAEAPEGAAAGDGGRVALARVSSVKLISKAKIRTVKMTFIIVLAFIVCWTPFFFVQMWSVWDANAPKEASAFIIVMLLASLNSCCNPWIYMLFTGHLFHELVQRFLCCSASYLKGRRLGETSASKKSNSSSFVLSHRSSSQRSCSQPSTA
GPR7 antagonist: antagonists of human GPR7 (neuropeptides B/W receptor 1); 1.1% of 290,000 active; inhibition, % at 4.4 µM; AID 1861; GPR7-expressing cells, fluorescence antagonist assay; in the data active = inhibition above about 16%, passing the limit was not always enough;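 also: cells stimulated with the agonist NPW; 0% = agonist with vehicle and 100% = vehicle without agonist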
FID counter: displaces DNA intercalator in HCV helicase counter-screen | 0.17% of 290,000 active | inhibition, % at 7.9 µM | AID 1845 | DNA fluorescent intercalator displacement, fluorescence; in the data active = inhibition above about 37%;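 also: 0% = vehicle and 100% = reference compound; higher means more ethidium bromide displaced from hairpin DNA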
HCV NS3 hel inh: HCV NS3 helicase inhibition; NS3 helicase DNA unwinding, Cy5 molecular beacon fluorescence; inhibition, % at 10.9 µM; 0.56% of 290,000 active;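 active = inhibition above the mean of all tested compounds plus 3 SD, set per campaign, cut at about 35% in these data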;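 also: 0% = DMSO wells and 100% = thioflavine S control wells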
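test system = hepatitis C virus NS3 helicase domain fragment enzyme | reagent = annealed dual-labelled DNA beacon duplex, ATP-started | times = 1 h at 25 °C | detection = Cy5 fluorescence, 0 and 60 min reads | read-out basis = percent inhibition from t60/t0 fluorescence ratio | control set = DMSO and thioflavine S | replication = one well per compound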
IMP-1 inh: blocks Pseudomonas aeruginosa IMP-1 metallo-beta-lactamase. AID 1556. 0.45% of 290,000 active. inhibition, % at 5.6 µM. purified IMP-1, nitrocefin hydrolysis, epi-absorbance fluorescence;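 active = inhibition above the mean plus 3 SD of all compounds in the same screening run, cut at about 4.5% in these data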;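 also: 0% = IMP-1 with DMSO and 100% = DMSO wells lacking enzyme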
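System: purified IMP-1; amount: IMP-1 0.2 nM before substrate addition; compound: single dose, 5.6 µM; times: 25 °C, 15 min preincubation, 25 min reaction; signal: Epi-absorbance via hydrolysed-nitrocefin quenching of white-plate fluorescence, 480/530 nm, EDTA stop; benchmarks: DMSO with and without IMP-1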
GalR3 antag: blocks the human galanin receptor 3 | HEK293 GalR3-CNG cAMP membrane potential fluorescence; galR3 body fused to GalR1 C-terminus | AID 651719 | O60755 | inhibition, % at 3 µM | 0.44% of 360,000 active;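 active = inhibition above the screen-wide average plus 3 SD, cut at about 13% in these data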;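 also: forskolin and galanin both at EC90 stimulate the cells; cAMP rise reported by CNG channel membrane potential dye signal; 0% = forskolin plus galanin with DMSO and 100% = forskolin alone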
Target sequence (O60755 1-299 limits assumed): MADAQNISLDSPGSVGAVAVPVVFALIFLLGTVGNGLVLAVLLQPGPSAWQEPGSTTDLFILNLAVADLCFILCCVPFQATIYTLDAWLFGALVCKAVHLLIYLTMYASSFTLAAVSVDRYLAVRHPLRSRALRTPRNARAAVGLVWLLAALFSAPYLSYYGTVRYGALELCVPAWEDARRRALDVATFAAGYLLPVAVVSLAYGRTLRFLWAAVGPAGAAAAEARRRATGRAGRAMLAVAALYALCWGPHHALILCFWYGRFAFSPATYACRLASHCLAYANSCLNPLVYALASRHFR
* marks the source's active call; other numbers are inactive results; / = no result given.

SMILES	V1R ag counter	PHOSPHO1 block	VIM-2 inhibitor	OXTR agonist	GPR7 antagonist	FID counter	HCV NS3 hel inh	IMP-1 inh	GalR3 antag
CCN(CC)Cc1cc(C(=O)O)c(-c2ccccc2)o1	0.1	33.4	-2.0	0.2	-21.1	0.4	2.5	-1.8	-5.4
CC(C)(C)NC(=O)C(=O)NNC(=O)C12CC3CC(CC(C3)C1)C2	0.6	15.9	-0.4	0.4	3.2	-0.3	1.9	-1.9	-2.1
Cc1c(N2CCCC2)cc2c(c1N)C(C)(C)CC2(C)C	-1.1	9.8	-0.3	-1.1	-13.6	-13.7	5.9	-4.5	-11.1
COc1ccc(CNC(=O)C2CC(=O)N(c3ccc(OCC(=O)N4CCCCC4)cc3)C2)cc1 (stereo unspecified)	0.1	-24.6	-0.5	0.1	-0.5	-26.7	-8.7	-0.9	-1.2
COc1ccc(C(=O)Nc2ccc(C(=O)Nc3nccs3)cc2)cc1[N+](=O)[O-]	1.1	-3.9	-2.1	0.5	-4.6	-0.5	10.7	-0.1	-4.8
COc1cccc(CN(C)C(=O)c2cccnc2SC)c1OC	2.0	1.1	-1.4	2.5	-8.2	-8.6	3.9	-3.9	-7.3
CCc1cccc(NC(=O)CCSCCC(=O)Nc2cccc(CC)c2)c1	3.0	9.7	-4.0	-0.3	-16.6	-26.6	-2.0	-2.9	-3.1
Cc1ccc(CN(C(=O)c2csnn2)C(C(=O)NC2CCCC2)c2ccccn2)cc1 (stereo unspecified)	0.1	32.3	-1.8	0.0	-8.7	-34.8	1.4	-0.3	-9.9
NNC(=O)CN1C(=O)Nc2ccc(Cl)cc2C1c1ccccc1 (stereo unspecified)	0.9	5.3	-0.9	-0.1	-11.6	-24.6	1.6	-2.5	-12.2
COc1ccc(C(=O)C(OC(=O)c2ccccc2)c2ccccc2)cc1 (stereo unspecified)	3.2	27.0	-2.3	1.6	-5.0	-10.2	-5.2	-3.3	-2.4
Brc1cc2c(cc1/C=N/Nc1nc3ccccc3s1)OCO2	-0.3	23.5	-2.0	-1.1	-9.8	-1.2	12.8	-1.4	-5.1
COc1ccc(NC(=O)CSc2nnc(N)s2)cc1	1.2	-1.6	0.6	-0.1	7.0	2.4	5.9	-2.2	1.8
CCn1c(CN2CCOCC2)nnc1SCC(=O)Nc1ccc(C)cc1	0.9	37.6	0.0	0.4	-16.3	-14.3	-6.8	-0.3	-0.5
CCCC1=Nc2cc(C(=O)N3CCCC3)ccc2Sc2ccc(C)cc21	-0.7	32.4	-5.3	-2.6	-16.7	-62.2	6.3	-3.0	1.5
O=C(O)COc1ccccc1/C=N/NC(=O)CSc1nc2ccccc2n1Cc1ccccc1Cl	1.0	-8.1	-4.0	0.1	-7.4	-25.9	6.2	-2.4	0.2
CCCc1cc(=O)oc2c(C)c(OC(C)C(=O)NCC(O)c3ccccc3)ccc12 (stereo unspecified)	-0.3	26.3	-0.3	-0.3	-7.6	-30.1	4.0	-3.5	0.6
CCCOC(=O)c1ccc(NC(=O)CN(C)Cc2cccs2)cc1	1.9	36.2	-2.5	-1.7	6.2	-14.2	-17.1	-5.7	-10.3
O=C1COc2ccc(S(=O)(=O)N3CCCCC3)cc2N1	0.2	36.8	-2.4	0.0	-5.4	-2.4	3.8	-2.0	-8.6
Cc1onc(-c2ccccc2)c1C(=O)n1nnc2ccccc21	-0.2	-6.7	2.1	-0.9	-14.6	-1.2	-12.1	-3.6	-0.8
CCN1/C(=C/c2ccc3ccc(C)cc3[n+]2CC)Sc2ccccc21	6.7	5.7	-3.4	16.2	38.4*	-5.8	-26.9	-0.7	/
C=C1CCC2C(C)(C)[C@H](O)CC[C@@]2(C)[C@@H]1COc1cc(=O)oc2ccccc12 (stereo partly specified)	-0.7	35.3	-4.4	-0.9	-8.8	-37.5	-6.1	-2.9	/
Cc1c(-c2ccccc2)cn2c1-c1ccc(C)n1CC2	0.9	39.9	-2.8	0.1	8.2	-11.3	-1.3	-0.2	-1.6
Cc1ccc(CNC(=O)Nc2ccc3c(c2)N(C)C(=O)CS3)cc1	3.1	-6.8	-4.1	-1.0	-9.2	-7.5	-0.7	-1.8	-6.8
CC1(C)CC(=O)c2cnc(N3CCN(c4ccccc4)CC3)nc2C1	0.0	22.6	-2.4	0.1	8.3	-1.3	5.3	-2.4	-3.0
CCN1CNC(=S)N(c2ccccc2OC)C1	2.2	-1.0	-1.6	-0.5	-7.4	1.1	8.7	-0.7	0.8
SMILES	V1R ag counter	PHOSPHO1 block	VIM-2 inhibitor	OXTR agonist	GPR7 antagonist	FID counter	HCV NS3 hel inh	IMP-1 inh	GalR3 antag
Cc1cc(F)ccc1S(=O)(=O)N1CCCOC1CNC(=O)C(=O)NC1CCCC1 (stereo unspecified)	0.1	31.8	-0.3	-0.8	-2.6	-30.0	6.5	-0.9	-3.5
CCOc1ccc(N2C(=O)CSC23CCCCC3)cc1	0.3	11.6	-1.3	-1.2	3.0	-20.1	2.8	-1.2	-6.6
CCC(=O)NCCNc1ccc([N+](=O)[O-])cn1	1.0	-6.8	-0.8	0.1	1.6	5.2	6.3	-3.1	/
CC(C)(C)S(=O)c1cccs1 (stereo unspecified)	0.8	4.1	1.6	1.4	7.2	0.2	5.9	-0.4	-1.2
O=C(N/C(=C/c1ccc(Cl)cc1)C(=O)N1CCCC1)c1ccccc1	0.8	39.0	-3.0	7.1	-3.0	-31.9	0.1	-3.9	-4.9
COc1ccc(C(=O)N2CC(=O)Nc3ccc(C)cc3C2c2ccccc2)cc1 (stereo unspecified)	/	36.0	-2.4	/	-15.6	-34.8	-10.4	-1.0	-10.8
O=C(CSc1nnc(Cc2cccs2)n1C1CCCCC1)N1CCCc2ccccc21	1.4	-52.5	-4.0	1.4	22.4	-44.7	-18.5	-4.2	-4.4
N#CC1=C(N)N(c2ccc(Oc3ccccc3)cc2)C(=O)C1	0.9	-13.6	0.7	1.6	-14.8	-8.7	27.4	-6.6	-2.5
COC(=O)c1cc(S(=O)(=O)N2CCN(c3ccccc3F)CC2)c[nH]1	7.4	27.3	0.1	4.8	5.1	-17.6	-7.5	-2.1	-7.5
Cc1ccc(CNC(=O)Cn2cnc(S(=O)(=O)N3CCCCC3)c2)o1	0.5	52.8	-6.1	1.3	-11.5	-14.0	-0.7	-2.8	-1.0
O=C(N1CCCC1)C12CC3CC(C1)CC(C(=O)N1CCCC1)(C3)C2	-0.2	22.6	1.3	-0.6	-5.9	-13.9	8.3	-0.2	-3.0
S=c1[nH]nc(CSc2nc3ccccc3s2)n1Cc1ccccc1	0.4	97.5*	-3.3	-1.1	1.6	-38.0	-7.1	-3.8	-2.7
COc1ccc(C2c3ccsc3CCN2C(C)=O)cc1 (stereo unspecified)	-0.3	-1.1	-3.1	-1.5	2.2	-10.1	0.1	-3.3	-4.5
Cc1c(/C(O)=C2/C(=O)C(=O)N(CCN3CCOCC3)C2c2ccccn2)cnn1-c1ccccc1 (stereo unspecified)	0.5	60.0*	-2.9	-0.1	-19.2	-13.3	7.8	-3.6	-2.0
COc1cc(/C=C2\C(C)=C(C#N)c3nc(N)c(C#N)c(C)c32)ccc1OCC(=O)O	1.8	3.8	-4.1	1.7	-13.1	-15.1	12.0	-2.6	-1.5
CCOc1ccc(C(=O)Cn2cnnc2C#N)cc1	-0.3	40.5	-1.6	-0.4	-11.7	-9.0	4.1	-3.7	-2.4
COc1ccc(-c2nnc(NC(=O)C(C)C)o2)cc1	0.4	2.1	-0.1	-0.8	-16.9	-4.3	-7.3	1.4	-3.4
c1ccc(C2Nc3cccc4cccc(c34)N2)cc1	-0.7	/	-1.3	0.3	-4.8	-1.3	14.8	-2.7	-9.7
Nc1nccc(/C=C/c2c(F)cccc2Cl)n1	-1.4	8.1	-3.8	-1.9	5.4	-2.5	-0.7	-1.8	-4.7
Cc1cc(NC(=O)CN2C(=O)NC3(CCC(C)CC3)C2=O)no1 (stereo unspecified)	-0.2	6.6	-5.6	-0.6	-6.8	4.2	11.6	-2.9	-4.3
COc1ccc(C(=O)Cc2nnc(C)s2)c(OC)c1	2.8	4.5	-1.7	-0.3	-3.1	-12.2	10.3	-2.9	-10.5
O=C(CS(=O)(=O)c1cn(CC(=O)N2CCCC2)c2ccccc12)Nc1ccccc1	-0.7	4.5	-1.9	-1.1	-4.1	-25.6	2.2	-1.8	-3.1
O=C(CN1C(=O)C2C3CCC(C3)C2C1=O)OCC(=O)c1ccccc1 (stereo unspecified)	1.2	38.1	-2.5	0.4	-19.3	-10.8	2.3	-2.7	-0.1
CCOCCCNC(=O)C1(O)c2ccccc2NC(=O)N1c1ccc(C)c(C)c1 (stereo unspecified)	-0.4	32.6	-1.1	-0.8	-5.7	-4.0	2.4	-3.5	2.1
Cc1nc(-c2ccccc2)nc2[nH]c(C(C)C)cc(=O)c12	-1.5	1.8	-1.9	-1.5	-6.2	-3.6	2.4	-3.8	-3.9
CCOc1ccc(C(=O)NCC(=O)Nc2ccc(N3CCOCC3)cc2)cc1OCC	0.6	27.5	-2.9	-0.9	-1.7	-17.0	-13.8	0.4	-6.5
Cc1c(C(=O)N2CCCC2)oc2c1-c1nn(CC(=O)NCCCOC(C)C)cc1CC2	-0.5	43.7	-0.3	-2.4	-8.9	-21.7	4.0	0.0	-8.5

In a second layout: entries from further up
CCOc1ccc(C(=O)Cn2cnnc2C#N)cc1
  V1R ag counter: -0.3
  PHOSPHO1 block: 40.5
  VIM-2 inhibitor: -1.6
  OXTR agonist: -0.4
  GPR7 antagonist: -11.7
  FID counter: -9.0
  HCV NS3 hel inh: 4.1
  IMP-1 inh: -3.7
  GalR3 antag: -2.4
COc1ccc(-c2nnc(NC(=O)C(C)C)o2)cc1
  V1R ag counter: 0.4
  PHOSPHO1 block: 2.1
  VIM-2 inhibitor: -0.1
  OXTR agonist: -0.8
  GPR7 antagonist: -16.9
  FID counter: -4.3
  HCV NS3 hel inh: -7.3
  IMP-1 inh: 1.4
  GalR3 antag: -3.4
c1ccc(C2Nc3cccc4cccc(c34)N2)cc1
  V1R ag counter: -0.7
  PHOSPHO1 block: /
  VIM-2 inhibitor: -1.3
  OXTR agonist: 0.3
  GPR7 antagonist: -4.8
  FID counter: -1.3
  HCV NS3 hel inh: 14.8
  IMP-1 inh: -2.7
  GalR3 antag: -9.7
Nc1nccc(/C=C/c2c(F)cccc2Cl)n1
  V1R ag counter: -1.4
  PHOSPHO1 block: 8.1
  VIM-2 inhibitor: -3.8
  OXTR agonist: -1.9
  GPR7 antagonist: 5.4
  FID counter: -2.5
  HCV NS3 hel inh: -0.7
  IMP-1 inh: -1.8
  GalR3 antag: -4.7

Entries listed so far that bear a hit mark in GPR7 antagonist:
Compound | PHOSPHO1 block | VIM-2 inhibitor | GPR7 antagonist | HCV NS3 hel inh | IMP-1 inh | GalR3 antag
CCN1/C(=C/c2ccc3ccc(C)cc3[n+]2CC)Sc2ccccc21 | 5.7 | -3.4 | 38.4* | -26.9 | -0.7 | /
